# Screens deposited in PubChem BioAssay by several laboratories.
# TCR CD3 inh: inhibitors of human TCR-CD3 interaction; AID 651800; inhibition, % at 9.4 µM; TAMRA-labeled TCR probe fluorescence, biochemical; actives 0.37% (n = 360,000); in the data active = inhibition above about 19%;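 also: recombinant mutant TCR 2C K166C tagged with TAMRA read by polarization; 0% = receptor in buffer alone and 100% = receptor with positive control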
# MBD2 DNA inh: blocks human MBD2 binding to methylated DNA. Q9UBB5. TR-FRET, MBD2 binding to methylated oligonucleotide. inhibition, % at 4.4 µM. actives 0.31% (n = 370,000). AID 686964; in the data active = inhibition above about 13%
# Target sequence (Q9UBB5 whole entry, looked up): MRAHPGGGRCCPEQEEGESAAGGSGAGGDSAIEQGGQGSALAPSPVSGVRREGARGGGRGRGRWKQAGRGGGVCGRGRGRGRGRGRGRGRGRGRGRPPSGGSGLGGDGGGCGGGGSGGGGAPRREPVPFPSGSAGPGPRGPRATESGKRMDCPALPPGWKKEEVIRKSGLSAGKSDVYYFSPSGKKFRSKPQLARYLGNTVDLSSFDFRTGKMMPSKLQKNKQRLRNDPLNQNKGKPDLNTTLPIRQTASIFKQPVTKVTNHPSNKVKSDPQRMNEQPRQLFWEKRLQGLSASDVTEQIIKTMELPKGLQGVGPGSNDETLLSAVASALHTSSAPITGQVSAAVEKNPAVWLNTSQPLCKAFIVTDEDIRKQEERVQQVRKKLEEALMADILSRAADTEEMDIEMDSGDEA
# mABHD4 FP: inhibits mouse alpha/beta hydrolase domain 4; Q8VD66; purified mABHD4, FP-Rh probe fluorescence polarization; inhibition, % at 8.92 µM; actives 0.54% (n = 370,000); AID 720543;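 active = inhibition exceeding the mean over every tested compound plus 3 SD, cut at about 30% in these data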;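 also: 0% = plate median of compound wells and 100% = S159A mutant with DMSO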
#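 Assay system: wild-type mouse ABHD4 protein; compound: single nominal dose of 8.92 µM, 0.89% DMSO final; schedule: 45 min + 60 min at 25 °C; measured by: FP readout, ex 525 nm / em 598 nm; evaluation: % inhibition of FP-Rh probe binding versus controls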
# PG9 binder: binds the HIV-1 gp120 antibody PG9. TR-FRET gp120-PG9 antibody binding. inhibition, % at 6.7 µM. actives 0.43% (n = 360,000); in the data active = inhibition above about 8.5%
# PRMT1 inh: inhibitors of human PRMT1. recombinant PRMT1, activity-based probe fluorescence polarization. inhibition, % at 2.79 µM. actives 1.3% (n = 370,000). AID 652257;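 active = inhibition above about 21% made by adding two undisclosed values, limit read from the data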
# Target sequence (Q99873 whole entry, looked up): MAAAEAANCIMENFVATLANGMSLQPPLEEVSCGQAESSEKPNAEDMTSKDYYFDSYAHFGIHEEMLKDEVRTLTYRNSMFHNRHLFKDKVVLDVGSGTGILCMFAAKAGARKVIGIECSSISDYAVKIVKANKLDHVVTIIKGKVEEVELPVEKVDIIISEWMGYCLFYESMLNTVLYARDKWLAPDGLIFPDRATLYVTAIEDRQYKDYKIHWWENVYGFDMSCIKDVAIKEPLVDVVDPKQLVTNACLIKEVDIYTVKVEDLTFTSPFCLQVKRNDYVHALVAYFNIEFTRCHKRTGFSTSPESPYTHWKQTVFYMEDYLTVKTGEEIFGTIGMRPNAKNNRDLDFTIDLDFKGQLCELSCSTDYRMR
# Rev-erbA mod: Rev-erb alpha (human) modulation | actives 0.79% (n = 370,000) | Rev-erbα–FITC-DNA binding, fluorescence polarization, 90 min | P20393 | activity, % at 10 µM;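 active = activity above about 14%, limit read from the data; passing the limit was not always enough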;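 also: 0% = DMSO wells with 35 nM protein and 100% = DMSO wells with 750 nM protein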
# UHRF1 MBD2 ctr: human UHRF1 methylated DNA binding inhibitors; Q96T88; UHRF1 binding to methylated oligo, TR-FRET; inhibition, % at 4.4 µM; actives 0.75% (n = 370,000); AID 687016; in the data active = inhibition above about 21%;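 also: UHRF1 SRA domain binding a hemimethylated CpG hairpin DNA probe; 0% = median of test compound wells and 100% = reference inhibitor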
# LEDGF integ inh: blocks HIV-1 LEDGF/p75-dependent DNA integration. TR-FRET IN-LEDGF/p75 DNA integration, Eu/Cy5. inhibition, % at 3.7 µM. actives 0.64% (n = 370,000). AID 743269;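 active = inhibition above the screen-wide mean plus 3 SD, cut at about 13% in these data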;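 also: signal is the Cy5 over europium emission ratio at 671 and 618 nm; 0% = plate median of compound wells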
# HTRA1 inhibitor: HTRA1 (human) protease inhibition | recombinant HTRA1, FP-rhodamine activity-based probe, fluorescence polarization | actives 0.5% (n = 340,000) | inhibition, % at 5.96 µM | Q92743; in the data active = inhibition above about 36%;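 also: 0% = enzyme with DMSO and 100% = wells lacking enzyme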
# rCAG binder: molecules binding r(CAG) RNA repeats | inhibition, % at 3 µM | actives 1.3% (n = 370,000) | r(CAG) RNA repeat, TO-PRO-1 dye displacement fluorescence;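 active = inhibition above the plate cutoff, the mean of all test compounds on that plate plus 3 SD, cut at about 35% in these data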;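 also: 0% = DMSO alone and 100% = 100 µM mitoxantrone as full dye displacement; higher means more dye released from RNA so lower well fluorescence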
# * marks the source's active call; other numbers are inactive results; / = not tested or not shown. Only part of the results is shown; count on the stated rates, not on these rows.
SMILES,TCR CD3 inh,MBD2 DNA inh,mABHD4 FP,PG9 binder,PRMT1 inh,Rev-erbA mod,UHRF1 MBD2 ctr,LEDGF integ inh,HTRA1 inhibitor,rCAG binder
COc1ccccc1OCCC(=O)OCC(=O)Nc1cc(S(=O)(=O)N(C)C)ccc1Cl,-5,10,-13,-0.2,2,4,7,3,0,4
Fc1cc2nccnc2cc1N1CCSCC1,1,7,6,0.2,0,-4,-2,0,2,-3
COc1ccc(-c2cc(=O)n(-c3nc4ccccc4[nH]3)[nH]2)cc1,3,0,3,-0.8,-4,-2,-5,3,15,39*
CCOC(=O)C1=C(CN2CCOCC2)NC(=O)NC1c1cccc([N+](=O)[O-])c1 (stereo unspecified),-2,5,0,1.0,2,0,9,-4,-5,0
CCn1c(SCC(=O)NNC(=O)c2ccco2)nnc1-c1ccco1,6,1,-2,-0.7,-4,4,-1,1,6,-1
Cc1ccoc1C(=O)N1CCCC(CCC(=O)N2CCN(c3ccccn3)CC2)C1 (stereo unspecified),-2,-6,4,-1.2,-1,-6,3,3,10,-8
Cn1c(=O)c2ncn(CC(=O)NCCOc3ccccc3)c2n(C)c1=O,-1,-3,2,-0.4,-2,2,0,-1,8,3
COc1cc(CCC(=O)N2CCN(c3ccccc3Cl)CC2)cc(OC)c1OC,0,3,1,-1.0,-2,7,1,0,-2,-4
CSc1nc2c(c(-c3ccc(O)cc3)c1C#N)CCC2,7,-5,-35,2.3,-2,5,1,2,-39,6
COCCCNC(=S)N/N=C/c1ccc2c(c1)OCO2,-1,4,-9,1.2,9,-6,3,-1,/,-4
O=C(/C=C/c1ccc(Cl)cc1)N(Cc1ccccc1)C1CCS(=O)(=O)C1 (stereo unspecified),5,-8,2,-2.2,-3,-3,2,1,-6,-1
COc1ccc(C(=O)NCC(=O)OCC(=O)NCc2cccs2)cc1,2,-5,4,-1.3,2,-6,-1,3,-8,-2
O=S(=O)(c1ccc(NCC2CCCCC2)nc1)N1CCOCC1,-3,-2,-3,1.5,-2,2,1,-1,7,-8
Cc1ccc(-c2nc(CN3CCCCC3CCN3CCCC3=O)c(C)o2)o1 (stereo unspecified),0,0,-2,-3.0,-3,5,-1,7,-4,-9
Cc1cc(=O)oc2c1c(C)nn2-c1cccc(Cl)c1,-5,5,7,-0.5,2,1,0,0,-3,1
S=C(Nc1ccc2nsnc2c1)N1CCCCCC1,5,-3,1,-4.1,2,4,-3,5,0,0
COc1c(Cl)cc(-c2noc(C)c2C(=O)NCCc2ccc(C)cc2)cc1Cl,5,1,-1,-1.0,2,1,-1,1,-12,0
Cc1ccc(S(=O)(=O)N(CC(=O)NCC2CCCO2)c2cccc([N+](=O)[O-])c2)cc1 (stereo unspecified),-3,1,-2,0.4,2,3,1,-3,-1,0
S=C(Nc1cccc2ccccc12)N1CCN(c2ncccn2)CC1,5,-2,5,0.1,1,-2,-2,-2,-5,4
CC1(C)C(=O)OC(c2c3ccccc3cc3ccccc23)C(C)(C)C1=O (stereo unspecified),-3,-1,-11,1.4,-7,3,0,3,-30,5
COC1=C[C@H](C(=O)N[C@H]2CCCC[C@@H]2NC(C)=O)[C@@]2(C)Cc3ccccc3[C@H]2CC1=O,/,4,1,/,2,4,1,3,/,10
Cc1cc(C)nc(Nc2n[nH]c(C)n2)n1,2,3,-12,1.6,11,4,5,-4,-3,0
Cc1nc2c3ccccc3nc(NNC(=O)CCC(=O)N3CCC(C)CC3)n2n1,-4,2,1,1.5,-1,0,-2,2,-17,-3
O=C(Cc1c[nH]c2ccccc12)Nc1ccc(Nc2cccnc2)c(Br)c1,1,-5,11,2.5,-3,4,0,1,/,11
CCCN1C(=O)/C(=N\OCC(=O)NC23CC4CC(CC(C4)C2)C3)c2ccccc21,7,-2,-1,-3.1,-2,-7,-5,2,2,-2

# Individual results from the results shown.
# Under PRMT1 inh, S=C(Nc1ccc2nsnc2c1)N1CCCCCC1 is entered as 2
# Under MBD2 DNA inh, O=C(Cc1c[nH]c2ccccc12)Nc1ccc(Nc2cccnc2)c(Br)c1 is entered as -5
# Under mABHD4 FP, COCCCNC(=S)N/N=C/c1ccc2c(c1)OCO2 is entered as -9
# Under Rev-erbA mod, Cc1ccc(S(=O)(=O)N(CC(=O)NCC2CCCO2)c2cccc([N+](=O)[O-])c2)cc1 (stereo unspecified) is entered as 3
# Under MBD2 DNA inh, COC1=C[C@H](C(=O)N[C@H]2CCCC[C@@H]2NC(C)=O)[C@@]2(C)Cc3ccccc3[C@H]2CC1=O is entered as 4

# Next section
SMILES,TCR CD3 inh,MBD2 DNA inh,mABHD4 FP,PG9 binder,PRMT1 inh,Rev-erbA mod,UHRF1 MBD2 ctr,LEDGF integ inh,HTRA1 inhibitor,rCAG binder
Nc1nc(CN2CCN(Cc3ccc4c(c3)OCO4)CC2)nc(Nc2ccccc2)n1,-2,1,-7,-0.1,-3,-4,-3,0,1,-7
CC(C)(C)c1ccc(C(=O)Cn2nc(C(=O)O)c3ccccc3c2=O)cc1,5,-3,-9,-2.0,-3,3,0,0,-15,-8
Cc1ccc(O)c(C(=O)c2cnn(C(=O)c3cccc(S(=O)(=O)N(C)C)c3)c2)c1,5,0,1,0.5,2,-13,-1,3,8,3
CCOC(=O)c1sc(NC(=O)CSc2nc(C)cc(-c3ccccc3)n2)c(C#N)c1C,1,0,0,-3.1,-1,-2,-3,-4,1,2
O=S(=O)(NC1C2CC3CC(C2)CC1C3)c1ccccc1 (stereo unspecified),-12,0,2,0.8,2,12,0,0,-10,2
Cc1ccc(C(=O)Nc2nnc(S(=O)(=O)N3CCOCC3)s2)cc1,-1,-3,-1,0.1,-3,-2,-1,-3,5,3
Cc1cccnc1NC(=O)c1c(O)c2ccccc2n(C)c1=O,-5,0,-10,-1.4,0,4,0,-2,-3,-1
CCCNC(=O)C(Cc1ccc(F)cc1)NC(=O)c1ccccc1 (stereo unspecified),-2,1,2,0.5,1,4,-1,0,-2,1
Cc1c(O)c(CN2CCCC2)cc2c1oc(=O)c1ccccc12,8,2,9,-2.4,-3,2,-1,0,4,7
Cc1ccc(S(=O)(=O)NC(CC(C)C)C(=O)N2CCCC2)cc1 (stereo unspecified),-1,2,7,-0.4,4,3,0,1,-6,-9
Cc1cccc(N(Cc2nnc3n2CCCCC3)C(=O)Nc2ccccc2)c1,-6,7,-6,2.0,4,5,4,-2,2,-5
N#CCCN1CCN(C2=NC(=O)/C(=C\c3cccs3)S2)CC1,6,-3,-4,-5.3,-3,1,-5,6,-2,-3
CCC(NC(=O)C1CCC1)c1ccccc1 (stereo unspecified),1,1,5,-3.2,-2,2,-2,-4,-1,0
COc1cc2ccccc2cc1C(=O)Nc1ccc(CN2CCOCC2)cc1,0,0,2,-0.5,0,-2,-4,-4,-12,-2
O=c1[nH]c2ccc(S(=O)(=O)N3CCN(c4ccccc4)CC3)cc2[nH]c1=O,-5,4,-9,-0.1,4,0,4,-2,-2,7
CCN(CC)CCCNC(=O)c1cc(Sc2nnc(C)s2)nc2ccccc12,1,1,-1,0.0,-4,1,-3,-3,4,4
O=C(NCc1ccc2c(c1)OCO2)c1ccc(Br)o1,-10,11,-11,-1.3,6,-4,16,2,-3,-4
Cc1n[nH]c(=O)nc1NCc1ccco1,0,-2,-3,-0.4,1,-2,-1,2,-1,-1
CCOC(=O)CSc1nnnn1-c1cc(OC)ccc1OC,-2,8,-3,1.9,2,-4,3,0,1,-3
CCCCC(OC(=O)c1cc2occc2n1C)C(=O)NCC1CCCO1 (stereo unspecified),3,3,4,-0.8,0,-5,-2,3,-3,-10
N#CNC(=Nc1ccccc1F)SCc1ccc(C(=O)O)cc1,-4,2,9,-1.1,2,-2,2,-1,-3,-1
CC(C)=NOC(=O)c1ccc(-c2ccccc2)cc1,1,-1,1,-0.8,-2,-8,4,0,-3,-3
Cc1ccc(S(=O)(=O)N2CCN(C(=O)COC(=O)CCOc3ccccc3C)CC2)c(C)c1,3,-7,0,0.9,4,3,-1,5,-8,-3
O=C(O)C1CC(O)CN1S(=O)(=O)c1cccs1 (stereo unspecified),8,-10,1,0.5,0,2,1,-1,-1,3
CCOC(=O)N1CCN(C(=O)c2ccc(NC(=O)c3ccc(C)cc3)cc2)CC1,-2,5,11,-1.8,-1,0,-1,5,3,-7

# Overlap with the part before: 2 compounds, then new ones.
SMILES,TCR CD3 inh,MBD2 DNA inh,mABHD4 FP,PG9 binder,PRMT1 inh,Rev-erbA mod,UHRF1 MBD2 ctr,LEDGF integ inh,HTRA1 inhibitor,rCAG binder
O=C(O)C1CC(O)CN1S(=O)(=O)c1cccs1 (stereo unspecified),8,-10,1,0.5,0,2,1,-1,-1,3
CCOC(=O)N1CCN(C(=O)c2ccc(NC(=O)c3ccc(C)cc3)cc2)CC1,-2,5,11,-1.8,-1,0,-1,5,3,-7
CCOc1cc(/C=N/Nc2cccc(C(=O)O)c2)ccc1OC(=O)c1ccccc1,1,2,18,-1.3,5,1,1,4,16,36*
CCC(C(=O)NC1CCCC1)n1nc(C)n2c(cc3occc32)c1=O (stereo unspecified),-2,1,1,-1.7,0,2,0,-1,3,-1
O=C(CN1CCN(c2nc(-c3ccccc3)cs2)CC1)NCc1ccc2c(c1)OCO2,1,-1,-9,-2.6,0,-5,16,5,-9,-1
C[C@H](O)C#Cc1ccc2c(c1)O[C@@H](CN(C)Cc1ccc(-c3ccccc3)cc1)[C@H](C)CN([C@@H](C)CO)S2(=O)=O,-3,1,-28,-3.3,0,-3,3,-3,-88,11
CCOc1ccc(N=CC2=C(O)CC(c3ccco3)CC2=O)cc1 (stereo unspecified),6,-3,1,-0.7,-1,-3,-3,-2,-7,-3
Cc1ccsc1C(=O)N1CCCC(CO)(Cc2ccccc2F)C1 (stereo unspecified),4,1,-5,0.9,0,1,4,-1,-5,-7
COc1ccc(-c2nnn(CC(=O)NCCc3c[nH]c4ccccc34)n2)cc1OC,4,-5,1,1.2,3,-4,0,-2,-4,3
COc1cc(CNCCNC(=O)c2nonc2N)ccc1OCc1ccc(Cl)nc1,6,2,-1,-1.0,1,5,-3,-2,-2,-6
CCC(CC)C(=O)Nc1nnc(S(=O)(=O)N2CCc3ccccc32)s1,5,0,-1,-2.3,-2,-2,0,-5,0,3
Cc1nc([N+](=O)[O-])c(NCCCO)n1Cc1ccccc1,1,1,-4,0.7,3,-3,-2,-1,2,2
O=C(C[C@H]1C/C=C\CC[C@@H](Cc2ccc(F)cc2)C(=O)OC[C@H]2CCCN2C1=O)NCCO,-4,-3,6,0.6,0,-1,0,-1,-5,-11
c1ccc(Cc2nc3ccccc3o2)cc1,-5,3,0,1.8,-2,-2,-3,1,-1,-3
NC(=O)c1ccc(C(F)(F)F)n(Cc2ccccc2Cl)c1=O,2,1,-4,-0.2,0,-4,0,-4,-8,-5
O=C(CSc1nc2ccccc2c(=O)n1-c1ccc(F)c(Cl)c1)Nc1ccc2c(c1)CCC2,11,-3,2,0.6,-1,11,0,0,/,5
O=C(CSc1nc2c(c(=O)[nH]1)CCCC2)N1CCCCC1,/,1,1,/,-4,1,4,4,/,4
COc1ccc(NC(=O)CSc2nnc(CNc3ccc(F)cc3)o2)c(OC)c1,-7,3,8,-1.0,7,2,0,-3,0,0
N=c1sccn1CC(=O)NCCc1ccc(Cl)cc1,-7,-2,-9,0.9,-1,-4,1,0,-1,7
CN(CC(=O)NC1CC(C)(C)NC(C)(C)C1)S(=O)(=O)c1ccc(Br)cc1,6,5,0,-0.2,2,-2,0,0,2,-4
S=c1oc(-c2ccncc2)nn1CCc1ccncc1,0,-2,10,-3.6,-2,-4,-1,3,6,-2
COC(=O)c1cc(COc2ccc3c4c(c(=O)oc3c2)CCCC4)c(C)o1,-2,-1,3,-2.3,2,6,-1,0,-6,3
